GSH bead fluor – GSH bead compound fluorescence profile; GSH beads flow cytometry, compound fluorescence 488/530 nm; stronger effect = higher value; fluorescence (KMESF) at 10 µM; 190,000 compounds, 0.25% hits; AID 1776; in the data active = fluorescence above about 89;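 note: glutathione beads carrying GST-tagged Bcl family fusion proteins plus one bare bead set; values are compound well signal with DMSO vehicle wells as background; inactives centre near 16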
Mcl-1 Bim block – human Bim-Mcl-1 interaction inhibition | inhibition, % at 10 µM | Bead-based flow cytometry, Bim peptide-Mcl-1 binding | 190,000 compounds, 0.1% hits;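 note: 0% = no compound tracer wells and 100% = peptide blocker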
Bfl-1 Bim block – disrupts Bim binding to human Bfl-1 | Bead-based flow cytometry, Bim-Bfl-1 binding inhibition | inhibition, % at 10 µM | 190,000 compounds, 0.12% hits | Q16548;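 note: 0% = wells without compound plus tracer and 100% = blocker peptide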
Bim-Bcl-2 – human Bim-Bcl-2 interaction inhibition; inhibition, % at 10 µM; 190,000 compounds, 0.06% hits; Bead-based flow cytometry, Bim peptide-Bcl-2 binding; P10415; in the data active = inhibition above about 40%; inconclusive = no clear call, values can overlap the other calls;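 note: 0% = no compound wells with probe peptide and 100% = reference peptide inhibitor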
Target sequence (P10415 whole entry, looked up): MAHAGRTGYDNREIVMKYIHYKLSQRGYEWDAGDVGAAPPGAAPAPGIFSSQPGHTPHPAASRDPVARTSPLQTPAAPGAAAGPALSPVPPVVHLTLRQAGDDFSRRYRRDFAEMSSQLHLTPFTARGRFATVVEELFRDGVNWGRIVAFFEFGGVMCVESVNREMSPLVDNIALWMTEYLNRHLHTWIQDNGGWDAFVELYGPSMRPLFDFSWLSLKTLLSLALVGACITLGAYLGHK
Bcl-W Bim block – inhibitors of Bim-Bcl-W interaction, human; AID 952; bead-based flow cytometry, Bim peptide-Bcl-W binding; 190,000 compounds, 0.02% hits; Q92843; inhibition, % at 10 µM;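 note: 0% = bound tracer without compound and 100% = peptide blocker; higher means less fluorescent Bim peptide bound to Bcl-W beads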
Target sequence (Q92843 whole entry, looked up): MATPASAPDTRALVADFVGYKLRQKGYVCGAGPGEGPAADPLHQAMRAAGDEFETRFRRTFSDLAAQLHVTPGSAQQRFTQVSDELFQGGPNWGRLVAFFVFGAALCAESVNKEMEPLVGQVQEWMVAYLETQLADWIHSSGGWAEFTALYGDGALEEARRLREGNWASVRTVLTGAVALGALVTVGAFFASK
RGS4-Gao reg – modulates binding of RGS4 to human Galphao; P09471; Multiplexed bead flow cytometry; actives lie on both sides; binding response (% of control), % at 10 µM; 220,000 compounds, 0.33% hits; AID 1415; in the data active = binding response below about 49% or above about 150%; inactive = in between;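 note: fluorescent Galphao activated with aluminum fluoride binding bead-coupled RGS4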
Target sequence (P09471 whole entry, looked up): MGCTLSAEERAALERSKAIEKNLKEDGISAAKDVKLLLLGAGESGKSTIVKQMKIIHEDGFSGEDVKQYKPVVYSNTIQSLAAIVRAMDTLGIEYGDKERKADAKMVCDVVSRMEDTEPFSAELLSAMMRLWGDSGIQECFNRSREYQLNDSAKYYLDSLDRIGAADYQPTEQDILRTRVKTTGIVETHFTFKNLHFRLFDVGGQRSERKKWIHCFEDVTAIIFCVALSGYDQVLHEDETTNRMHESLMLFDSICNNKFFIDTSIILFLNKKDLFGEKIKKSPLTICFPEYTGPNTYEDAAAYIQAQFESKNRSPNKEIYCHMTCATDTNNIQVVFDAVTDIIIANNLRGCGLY
Mcl1-Bid inh – Mcl-1/Bid interaction inhibition; inhibition, % at 21.7 µM; Q07820; TR-FRET Mcl-1/Bid-Dy647 peptide binding, 1536-well; 220,000 compounds, 0.97% hits;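 active = compounds that cut the binding signal by more than half at the single screening dose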;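 note: His-tagged Mcl-1 with europium anti-His antibody binding Bid BH3 peptide; 0% = Mcl-1 plus peptide wells and 100% = peptide-only wells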
Bim-Bcl-XL – inhibitors of Bim-Bcl-XL interaction, human; inhibition, % at 10 µM; 190,000 compounds, 0.04% hits; Bim peptide-Bcl-XL binding, bead flow cytometry, fluorescence
Target sequence (Q07817 whole entry, looked up): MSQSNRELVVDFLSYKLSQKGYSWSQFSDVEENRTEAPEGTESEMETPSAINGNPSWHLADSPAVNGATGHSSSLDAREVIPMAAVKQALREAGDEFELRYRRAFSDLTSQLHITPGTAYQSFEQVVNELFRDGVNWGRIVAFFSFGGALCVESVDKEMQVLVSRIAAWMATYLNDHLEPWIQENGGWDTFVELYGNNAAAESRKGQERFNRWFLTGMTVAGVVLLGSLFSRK
RGS7-Gao – modulates binding of RGS7 to human Galphao | P09471 | Multiplexed bead flow cytometry; actives lie on both sides | binding response (% of control), % at 10 µM | 220,000 compounds, 0.35% hits | AID 1439; in the data active = binding response below about 49% or above about 150%; inconclusive = no clear call, values can overlap the other calls; inactive = in between;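 note: fluorescent Galphao held in activated GDP-AlF4 state binding bead-coupled RGS7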
Bcl-B Bim block – disrupts Bim peptide binding to human Bcl-B | Q9HD36 | bead-based flow cytometry | inhibition, % at 10 µM | 190,000 compounds, 0.073% hits | AID 951;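 note: 0% = tracer peptide without compound and 100% = reference inhibitor peptide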
RGS8-Gao – human RGS8-Galphao interaction regulation | P09471 | multiplexed bead flow cytometry, RGS8-Galphao binding; actives lie on both sides | response (percent of control binding), % at 10 µM | 220,000 compounds, 0.34% hits; in the data active = response below about 60% or above about 140%; inactive = in between;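 note: Galphao activated as the GDP aluminium fluoride complex binding bead-coupled RGS8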
* marks the source's active call; other numbers are inactive results; ? = inconclusive; · = not tested or not shown. Cut-off read from the data, not from the text of the source, unless noted: active = inhibition above about 40%.

SMILES	GSH bead fluor	Mcl-1 Bim block	Bfl-1 Bim block	Bim-Bcl-2	Bcl-W Bim block	RGS4-Gao reg	Mcl1-Bid inh	Bim-Bcl-XL	RGS7-Gao	Bcl-B Bim block	RGS8-Gao
COc1ccc(N(C)C(=O)CC2(CC(=O)O)CCCCC2)cc1	27	-6	-17	-15	-1	101	-19	-7	100	-11	100
CCOc1ccc(-n2c(SCC(=O)Nc3nccs3)nc3c(c2=O)SCC3)cc1	17	-5	0	-3	-7	97	7	-13	95	-11	98
Cc1cccc(OCC(=O)OCC(=O)c2c(N)n(C)c(=O)n(C)c2=O)c1C	27	-5	-19	-11	-2	100	-1	-7	98	-10	101
CCC(C)NCCOc1ccc(C)cc1[N+](=O)[O-] (stereo not drawn)	12	2	-4	-2	1	100	21	0	105	-1	100
COCCCN=C1NN=C(c2cc(C)n(-c3ccccc3)c2C)CS1	24	-9	-1	-4	-5	91	-12	-13	99	-13	97
O=C(Cc1c(C(=O)O)[nH]c2ccccc12)Nc1ccc2c(c1)OCO2	12	0	-12	-10	2	106	-5	-2	108	-7	103
CN1CCN(S(=O)(=O)c2ccc(NC(=O)c3cccc(S(=O)(=O)N4CCCC4)c3)cc2)CC1	59	0	-9	-8	0	101	-30	-4	99	-5	102
COc1ccc2nc(N=NC3=C(O)CC(C)(C)CC3=O)sc2c1	10	-3	-5	-1	-1	104	-29	-3	111	-1	102
Cc1ccc(N(CC(=O)NCCc2ccccc2)S(=O)(=O)c2c(C)noc2C)cc1	61	0	-12	-10	1	93	2	-9	91	-6	96
O=C(O)/C=C/c1ccc2ccccc2n1	11	-3	0	-4	-1	101	3	-9	101	-3	103
O=C(NC1CC1)C1CCN(c2ncnc3c2sc2cccc(F)c23)CC1	20	0	-10	-3	0	99	-13	-4	99	-5	102
CCOC(=O)CNC(=O)N1CCCC(CNS(=O)(=O)c2cccs2)C1 (stereo not drawn)	17	0	-5	-1	0	101	-17	-3	103	-1	105
CCOC(=O)N1CCC(N2CCCC(C(=O)c3cc(F)ccc3OC)C2)CC1 (stereo not drawn)	16	-1	-7	-5	1	95	-25	-3	97	-3	95
Cc1cccc(OCC(=O)Nc2ccc(N3CCN(S(C)(=O)=O)CC3)cc2)c1	22	-3	0	0	0	101	-16	1	96	-1	100
COC(=O)c1cn(NC(=O)/C=C/c2cc(OC)ccc2OC)c(=O)c2ccccc12	15	0	0	0	-2	99	4	-2	101	-2	101
O=C(NCC12CC3CC(CC(C3)C1)C2)c1nn2cccnc2c1Cl	49	-1	-5	-3	-4	98	-4	0	100	0	101
CCN(CC)S(=O)(=O)c1ccc(Cl)c(NC(=O)COC(=O)c2c(C)noc2C)c1	11	1	3	5	3	102	-5	1	101	6	99
CC(C)(C)NS(=O)(=O)c1ccc(NS(=O)(=O)c2ccc(F)cc2)cc1	19	0	0	0	1	101	1	0	99	0	100
CC(C)C(NC(=O)c1ccccc1)C(=O)NC1=NCCS1 (stereo not drawn)	14	0	-3	-4	-1	104	-11	0	105	-3	104
CCC(Sc1nc(-c2ccccc2)c(C#N)c(=O)[nH]1)C(=O)Nc1nnc(C)s1 (stereo not drawn)	41	2	-10	-6	0	96	22	-6	100	-7	97
O=C(c1ccco1)N(Cc1ccccc1)c1cccc([N+](=O)[O-])c1	10	0	2	4	0	91	6	1	94	2	84
Cc1c(NC(=O)CSc2n[nH]c(-c3ccccc3)n2)c(=O)n(-c2ccccc2)n1C	31	0	-16	-9	-1	109	-22	-6	109	-7	106
O=C(O)C1CCCCC1C(=O)NCCCn1ccnc1 (stereo not drawn)	43	-3	-11	-9	1	86	-50	-13	83	-9	97
Cc1cccc(C2c3[nH]c4ccccc4c3CCN2C(=O)c2noc3c2CCCC3)n1 (stereo not drawn)	9	-5	5	3	2	99	1	0	103	0	101
Cc1c(-n2cc(C(=O)c3cc(F)ccc3O)cc(C#N)c2=O)c(=O)n(-c2ccccc2)n1C	71	0	0	-1	-2	103	-27	-3	102	0	103

Not a retest: an excerpt of the list.
SMILES	GSH bead fluor	Mcl-1 Bim block	Bfl-1 Bim block	Bim-Bcl-2	Bcl-W Bim block	RGS4-Gao reg	Mcl1-Bid inh	Bim-Bcl-XL	RGS7-Gao	Bcl-B Bim block	RGS8-Gao
COc1ccc(N(C)C(=O)CC2(CC(=O)O)CCCCC2)cc1	27	-6	-17	-15	-1	101	-19	-7	100	-11	100
CCOc1ccc(-n2c(SCC(=O)Nc3nccs3)nc3c(c2=O)SCC3)cc1	17	-5	0	-3	-7	97	7	-13	95	-11	98
Cc1cccc(OCC(=O)OCC(=O)c2c(N)n(C)c(=O)n(C)c2=O)c1C	27	-5	-19	-11	-2	100	-1	-7	98	-10	101
CCC(C)NCCOc1ccc(C)cc1[N+](=O)[O-] (stereo not drawn)	12	2	-4	-2	1	100	21	0	105	-1	100
COCCCN=C1NN=C(c2cc(C)n(-c3ccccc3)c2C)CS1	24	-9	-1	-4	-5	91	-12	-13	99	-13	97

Carrying on:
SMILES	GSH bead fluor	Mcl-1 Bim block	Bfl-1 Bim block	Bim-Bcl-2	Bcl-W Bim block	RGS4-Gao reg	Mcl1-Bid inh	Bim-Bcl-XL	RGS7-Gao	Bcl-B Bim block	RGS8-Gao
O=C(NCCOc1ccc(Cl)cc1)C(=O)NCC1CCCO1 (stereo not drawn)	25	0	-8	-3	-2	103	-4	-1	102	-3	101
CC1CN(C(=O)/C(C#N)=C2\N=C(NC(=O)c3ccccc3Cl)c3ccccc32)CC(C)O1 (stereo not drawn)	8	-1	0	2	-1	95	5	-3	95	-15	76
COc1cc(NC(=O)CCCc2c[nH]c3ccccc23)cc(OC)c1	15	-1	-9	-5	-3	100	-28	-5	103	-9	103
CC(C)n1c2ccccc2c2nc3ccccc3nc21	25	2	-4	-1	2	102	10	2	100	-16	104
S=c1[nH]nc(-c2cccnc2)n1/N=C/c1ccc(Br)s1	8	-3	12	1	4	98	-29	1	99	-40	99
O=C(Nc1ccc(-c2nc3ncccc3o2)cc1)c1ccco1	12	-1	0	-2	0	96	-29	-1	95	2	102
COc1cc(Cn2c(C(=O)O)cc3sccc32)cc(OC)c1OC	16	2	-1	-1	0	100	-27	-1	101	0	101
Cc1ccc(CN2CCN(Cc3cccc(C)n3)CC2CCO)cc1 (stereo not drawn)	12	0	0	1	0	94	-32	1	98	2	95
CC(=O)Nc1ccc(S(=O)(=O)NC(CC(=O)NC2CCCCC2C)C(C)C)cc1 (stereo not drawn)	40	2	-11	-7	4	102	-25	3	101	-8	100
COc1ccc(/C(C)=C(\C#N)C(=O)OC(C)C)cc1OC	18	-3	0	2	-2	·	-8	-4	·	-5	·
CCCc1cc(=O)[nH]c(SC(CC)C(=O)Nc2ccccc2C#N)n1 (stereo not drawn)	41	0	-8	-7	5	96	-22	6	98	-5	101
CCCc1cc(C(=O)N/N=C/c2ccc(CC)s2)c2ccccc2n1	16	-2	0	-1	1	100	-14	-2	100	0	100
O=C(Nc1ccc(F)cc1F)c1cncc(Br)c1	14	-1	4	0	2	104	-41	-1	103	0	101
O=Cc1cc(N=Nc2ccccc2Cl)ccc1O	16	2	0	1	0	98	9	0	98	1	97
CCCCn1c(SCC(=O)c2ccc(OC)c(OC)c2)nc2cc(S(N)(=O)=O)ccc21	40	0	-10	-9	-1	88	4	-12	96	-7	92
Cc1ccc(NC(=O)c2cc(-c3ccc(C)o3)nc3ccccc23)nc1	10	-1	11	-1	4	101	26	-1	100	-5	95
CC(C)c1ccc(CNc2cc(N3CCCC3)ccc2[N+](=O)[O-])cc1	13	0	4	-1	-1	94	8	0	100	0	99
Fc1ccc2nc(Nc3nc4c(F)cccc4s3)sc2c1	12	-3	-7	-7	-8	100	-60	-8	97	-9	100
O=C(/C=C/c1ccccc1Cl)Nc1cccc(S(=O)(=O)NC2=NCCCCC2)c1	6	2	0	-2	2	100	-18	2	98	4	103
O=C1CN(C(=O)COC(=O)CNC(=O)c2ccc(Cl)cc2)c2ccccc2N1	12	0	-5	-2	0	65	-29	0	?	-2	84
O=C(COC(=O)/C=C/c1cccc(Br)c1)NCCC1=CCCCC1	5	-3	0	-1	-3	102	-19	-3	102	-1	101
Cc1cnc(C(=O)OCC(=O)NC2CCCCCCC2)cn1	16	0	-7	-1	-3	109	-8	-1	110	-5	114
O=C(Nc1nnc(-c2ccccn2)o1)c1cccc(Cl)c1	16	-2	4	2	-1	101	-18	2	?	3	101
CC1CCN(CCCNC(=O)CN2CCN(Cc3ccc(Cl)cc3)C2=O)CC1	13	-4	-1	-1	-5	102	-10	-8	102	-6	99
CC(C)c1ccc(NC(=O)Cn2cccc2C2=NC(c3ccccc3)CO2)cc1 (stereo not drawn)	3	-1	-3	-5	-2	98	-10	-5	100	-5	96

(list continues)
SMILES	GSH bead fluor	Mcl-1 Bim block	Bfl-1 Bim block	Bim-Bcl-2	Bcl-W Bim block	RGS4-Gao reg	Mcl1-Bid inh	Bim-Bcl-XL	RGS7-Gao	Bcl-B Bim block	RGS8-Gao
COc1ccc(CCNC(=O)c2cc(-c3ccccc3O)n[nH]2)cc1OC	25	-1	-10	-4	-1	102	-6	-3	100	-10	98
Cc1cc(=O)n2[nH]c(C)c(-c3ccccc3)c2n1	33	-5	-7	0	-3	94	6	-4	93	0	91
COc1cc(OC)cc(C(=O)NC2CCN(CC(=O)Nc3cccc4ccccc34)CC2)c1	17	2	0	0	-1	103	-4	-3	100	-5	102
CSc1c(SCc2ccccc2)cnn(-c2ccccc2)c1=O	12	-3	-9	-9	0	100	-7	-1	100	-9	104
Cc1ccc(N(CC(=O)Nc2c(C)n(C)n(-c3ccccc3)c2=O)S(C)(=O)=O)c(C)c1	10	1	-6	0	-1	97	-6	-1	92	-5	101
CCOC(=O)C1CCN(C(=O)Cn2cc3c(n2)CCC(C)C3)CC1 (stereo not drawn)	26	-2	-7	-4	-1	106	7	-5	108	-5	106
O=C(c1c(F)cccc1F)N(Cc1ccccn1)C1CCCC1	15	-1	-8	-8	-1	104	5	-6	105	-6	107
COc1ccc(N2C(=O)CN=C2Nc2nc(C)cc(C)n2)cc1	29	-3	-15	-8	-1	98	2	-6	97	-6	98
COc1ccccc1-c1cc(C(=O)N/N=C\c2cnn(C)c2C)c2ccccc2n1	22	-2	-2	-5	-2	101	9	-6	102	-3	101
O=C(Cn1cnc2c(nnn2-c2ccccc2)c1=O)NCCc1ccccc1	15	-10	-1	-3	-8	98	0	-10	100	-9	98
CNC(=S)NNC(=O)c1cccc(C(F)(F)F)c1	15	-2	3	-5	-2	100	-22	-4	100	-18	101
CCOc1ccc2nc(SCC(=O)NCc3ccco3)sc2c1	41	-2	-10	-8	-4	101	-11	-6	99	-10	99
O=C(c1cc2cc(Br)ccc2s1)N1CCOCC1	12	0	-4	-3	1	97	-11	0	?	0	97
COc1cc(/C=C(\C#N)C(=O)NCc2cccs2)ccc1O	8	-5	-1	-1	-4	105	-75	-8	104	-7	107
COc1ccc(S(=O)(=O)N2Cc3ccccc3CC2C(=O)Nc2ccc(O)cc2)cc1OC (stereo not drawn)	26	3	1	3	0	86	-22	4	99	2	88
C=CCOC(=O)/C(=C\c1ccccc1)NC(=O)c1ccco1	13	-1	-15	-3	-5	100	0	-3	99	-9	99
O=C(Nc1ccccc1Cl)C1(c2ccccc2)CC1(Cl)Cl (stereo not drawn)	26	-5	-1	-1	-1	102	-1	-4	104	-3	106
Cc1cc(NC(=O)CSc2n[nH]c(-c3cccs3)n2)no1	18	3	0	-1	0	95	-5	-1	100	-2	99
O=C(Cn1c(=S)[nH]c2ccccc2c1=O)N1CCN(c2ccc(F)cc2)CC1	14	-1	5	0	-1	104	-31	0	102	-3	99

Assay outcomes (PubChem)

Compounds were not picked by outcome, and some 1.8% of all compounds hit somewhere here.
